RSV antiviral HEp-2 = RSV antiviral activity via CPE protection, HEp-2 cells, primary 10 µM value included (AID 2391) | 0.13% of 310,000 active | one-dose CPE inhibition, % at 10 µM; IC50 in µM for titrated hits | HEp-2 cells, RSV-induced CPE inhibition; higher % means a stronger effect; in the data active = a potency from the dose series; inconclusive = CPE inhibition mostly from about 23% at the one dose, without a potency; inactive = the rest, 99 in 100 with CPE inhibition below about 21%; note: strong numbers were not always called active
XIAP antagonists = XIAP antagonists, biochemical, IAP family, fluorescence polarization (AID 1018); XIAP BIR domain, fluorescence polarization peptide displacement; higher % means a stronger effect; displacement, % at 20 µM, or IC50 in µM where a hit was titrated; 0.007% of 200,000 active; in the data active = displacement above about 50%; note: a part of the inactive calls stands beside numbers as strong as those of hits
PMI inhibitors = inhibitors of human PMI, primary screen, biochemical, fluorescence intensity, coupled assay (AID 1209). purified PMI enzyme, coupled fluorescence intensity; higher % means a stronger effect. inhibition, % at 20 µM; hits with a dose series show IC50 in µM. 0.42% of 190,000 active;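 note: plate controls were DMSO vehicle for no effect and wells lacking substrate for full effect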
SIAH1 antagonists = blockers of Siah-1 interaction with plectin peptide – biochemical, fluorescence polarization, rhodamine-plectin, uHTS, primary screen (AID 1817); Siah-1 / rhodamine-plectin peptide fluorescence polarization; higher % means a stronger effect; one-dose displacement, % at 20 µM; IC50 in µM for titrated hits; 0.02% of 290,000 active;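 active = displacement of at least 50% at 20 µM, with a fluorescence ratio check between 0.3 and a set limit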;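 note: plate controls were Siah plus tracer with DMSO for no effect and tracer alone without Siah for full effect; strong numbers were not always called active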
TNAP activators = human TNAP enzyme activators, primary screen, biochemical, luminescent, no phosphate acceptor, uHTS (AID 1001); 0.03% of 200,000 active; purified TNAP, luminescent activation assay, no phosphate acceptor; higher activation fold means a stronger effect; activation fold at 20 µM, or EC50 in µM where a hit was titrated; in the data active = activation fold from about 3, or a potency from the dose series; inactive = the rest, 99 in 100 with activation fold below about 1.6; note: many of its hits are not listed in these tables
PMI inhibition = human PMI inhibitors, high substrate, primary screen, biochemical, fluorescence intensity, high mannose 6-phosphate (AID 1220); recombinant PMI enzyme, coupled fluorescence intensity; higher % means a stronger effect; inhibition, % at 20 µM; hits with a dose series show IC50 in µM; 0.66% of 190,000 active
WT yeast gro inh = growth inhibition of WT yeast, mitochondrial fusion screen; 2.1% of 190,000 active; inhibition, % at 10 µM; mitochondrial fusion phenotypic screen, WT strain; in the data active = inhibition above about 58%; tested in S. cerevisiae
Myeloid diff 2 = promotes myeloid progenitor differentiation; ER-HoxA9 myeloid progenitors, lysozyme-GFP differentiation, flow cytometry; calls only at 10 µM; 1% of 360,000 active; AID 624256;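 active = normalized GFP-positive differentiation at or above the plate's own cutoff, the solvent-only control mean plus 3 SD; inconclusive = no clear call, values can overlap the other calls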;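 note: cells exposed to compound for four days before flow analysis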
Salmonella PhoP GFP = PhoP-dependent GFP reporter repression – Salmonella Typhimurium, primary screen (AID 1863); S. Typhimurium PhoP-regulated promoter GFP reporter, 4 h; higher % means a stronger effect; one-dose inhibition, % at 50 µM; IC50 in µM for titrated hits; 0.16% of 300,000 active;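 active = inhibition over 29.93%, a cutoff 3 SD above the screen mean, later confirmed by dose response; inconclusive = inhibition over 29.93% but no dose response follow-up; inactive = inhibition at most 29.93% or unconfirmed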;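 note: 0% = low Mg2+ inducing control and 100% = high Mg2+ repressing control; strong numbers were not always called active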
WT yeast gro inh mutant strain = also measured in WT yeast gro inh; calls as there; inhibition, %; mitochondrial fusion phenotypic screen, mutant strain inhibition
Myeloid diff 2 GFP+ MAC1+ % = further read-out of Myeloid diff 2, marked with its call; GFP+ MAC1+ double positive, %; measured here: differentiation confirmed by MAC1 staining
* = called active by the depositor; i = inactive; ? = inconclusive; · = no result given. Cut-off read from the data, not from the text of the source, unless noted: active = inhibition above about 50%; inactive = the rest.

SMILES	RSV antiviral HEp-2	XIAP antagonists	PMI inhibitors	SIAH1 antagonists	TNAP activators	PMI inhibition	WT yeast gro inh	WT yeast gro inh mutant strain	Myeloid diff 2	Myeloid diff 2 GFP+ MAC1+ %	Salmonella PhoP GFP
CCOC(=O)c1sc(=S)n(C)c1NC(=O)c1ccc(C(C)(C)C)cc1	16.5%	·	·	1.4%	·	·	·	·	i	0.1	-8.9%
CCC(CC)NC(=O)COC(=O)c1ccc(OCc2ccc(C(C)=O)cc2OC)c(OC)c1	0.7%	0.8%	13.3%	3.8%	1.2	16.5%	0.9	-11.7	i	0.4	-6.4%
CCOc1ccc(C(=O)Nc2cc(NC(=O)c3ccc(OCC)c(Cl)c3)cc(C(=O)O)c2)cc1Cl	·	-1.9%	15.0%	6.9%	1	16.9%	-4.6	15.2	i	0.6	-7.3%
CSc1nc(-c2ccco2)nn1C(=O)c1ccccc1	0.8%	-6.3%	-2.5%	-1.7%	1.1	4.4%	3.1	-14.9	i	1.0	-11.3%
CCOc1cc(NC(=S)NCCCN2CCOCC2)c(OCC)cc1NC(=O)c1ccc(C)cc1	-0.8%	-10.8%	12.2%	-2.5%	1	52.6%*	13.5	-1.3	i	0.5	10.4%
CCn1cc(C(=O)O)c(=O)c2cnc(N3CCN(C(=O)Nc4cccc5ccccc45)CC3)nc21	·	1.9%	23.0%	-3.4%	1.1	58.3%*	·	·	·	·	·
Cc1oc2c(C)c3oc(=O)c4c(c3cc2c1C)CCCC4	1.6%	-10.4%	-3.4%	-1.2%	1	8.6%	1.1	-7.5	i	10.7	-4.4%
COc1cccc(/C=C/C(=O)OCCN2C(=O)c3ccccc3C2=O)c1	2.3%	·	·	1.6%	·	·	·	·	i	0.4	3.3%
C=CCOc1cccc(NC(=O)c2ccccc2SC)c1	1.4%	-2.4%	6.0%	-4.1%	1.1	4.5%	0.5	-1.1	i	0.1	5.7%
O=C(O)Cc1sc(NCc2ccco2)nc1-c1ccccc1	-0.1%	·	·	-4.4%	·	·	·	·	i	0.4	-12.0%
CCCOCC1CC(CCc2nc(=S)[nH][nH]2)C(=O)O1 (stereo not given)	1.1%	-1.5%	29.3%	6.2%	1.3	13.2%	4.1	-15.9	i	0.7	-0.8%
Cc1cc(=O)n(C)c(=O)n1CCCCCN1CCCC1	-0.3%	-1.5%	8.0%	2.3%	1.1	-0.8%	12.8	23.6	i	0.6	5.6%
CCC(NC(=O)c1ccccc1NC(=O)c1ccccc1)C(=O)NNC(=O)CSc1nc2ccccc2o1 (stereo not given)	3.4%	-7.2%	-4.8%	-5.6%	1.5	-8.1%	-3.5	-2.3	i	0.3	4.1%
COc1ccc(C(=O)N(CC2CCCO2)C(C(=O)NCCC(C)C)c2ccc(C)cc2)cc1OC (stereo not given)	0.7%	-1.2%	10.1%	1.6%	1.2	-7.5%	-6.3	3.0	i	0.8	6.5%
CCCCn1c(SCC(=O)Nc2cc(C)on2)nc2ccsc2c1=O	-1.1%	-3.2%	18.3%	-5.1%	1	15.7%	0.4	5.9	i	7.6	9.0%
CC1CCc2sc3ncnc(N4CCOCC4)c3c2C1 (stereo not given)	2.8%	-4.4%	8.2%	-2.0%	1.1	5.5%	1.7	3.3	i	0.1	-2.7%
Cc1c(-c2ccc(Br)cc2)[n+](=O)c2c(n1[O-])CCCCC2	2.1%	·	·	-6.1%	·	·	·	·	i	0.6	-2.6%
O=C(COc1ccc2ccccc2c1)N/N=C/c1ccccn1	0.4%	-3.2%	21.1%	28.2%	1	23.0%	20.7	6.7	i	0.1	·
CCN1CCN(C(c2cccs2)C(C)NC(=O)C(=O)N2CCCCC2)CC1 (stereo not given)	0.5%	·	·	5.2%	·	·	·	·	i	1.4	-2.1%
CC(=O)Nc1ccc(S(=O)(=O)N2CCN=C2SCc2ccccc2C)cc1	1.4%	·	·	-2.3%	·	·	·	·	i	1.7	-3.7%
COc1cc(OC)cc(C(=O)N/N=C/c2ccc(OC)c(COc3ccc(F)cc3)c2)c1	0.8%	-2.2%	11.9%	-6.8%	1.1	11.1%	-18.2	20.2	·	·	28.2%
Fc1ccc(OCCCCN2CCOCC2)cc1	-1.3%	-4.7%	-11.9%	7.8%	1.1	-3.1%	-13.9	10.7	i	0.2	4.2%
CCN1CCN(C(=O)c2cccc(OC3CCN(S(C)(=O)=O)CC3)c2)[C@@H](C)C1=O	1.0%	·	·	0.9%	·	·	·	·	i	0.9	-2.5%
O=c1c2ccccc2nc(SCc2ccncc2)n1CC1CCCO1 (stereo not given)	2.4%	-6.2%	-4.2%	19.0%	1.1	1.8%	-11.6	10.0	i	0.2	-3.0%
Cn1c(=O)cc(OCC(=O)Nc2ccccn2)c2ccccc21	4.0%	-1.9%	-2.1%	-3.9%	1.2	-2.7%	1.9	5.0	i	1.4	-5.9%
CCOC(=O)C1=C(CSc2nc3c(cc2C#N)CCC3)OC(N)=C(C#N)C1c1ccccc1 (stereo not given)	0.7%	30.9%	26.3%	-3.1%	1.2	38.8%	-9.5	9.1	i	9.0	1.8%
O=C(Nc1nc2c(F)cc(F)cc2s1)C1COc2ccccc2O1 (stereo not given)	13.6%	·	·	2.0%	·	·	·	·	i	0.5	-4.7%
CC(C#N)On1c(SC(C)C#N)nc2ccccc2c1=O (stereo not given)	2.2%	-4.5%	-7.6%	-2.3%	1.1	-15.4%	-3.7	17.8	i	0.9	2.4%
Cc1cccc(N(Cc2cc3ccccc3[nH]c2=O)C(=O)c2ccco2)c1C	0.0%	-4.8%	-9.9%	-2.3%	1.1	-0.8%	·	·	i	1.4	·
COCCCNC(=O)c1ccc2c(c1)OCO2	3.5%	0.3%	23.4%	-1.0%	1.1	18.5%	5.1	17.0	i	1.5	-1.2%
Cc1cc(C)n2c(Br)c(CN3CCCC(C)C3)nc2n1 (stereo not given)	-2.1%	-15.8%	4.3%	0.0%	1.1	12.9%	-3.6	-3.2	i	0.1	8.8%
O=C(CCNS(=O)(=O)c1cccs1)Nc1ccccc1F	-0.3%	-3.1%	1.2%	6.8%	1.1	3.6%	3.9	3.8	i	0.5	5.8%
O=C(O)C(F)(F)C(NCc1ccccc1)c1ccccc1 (stereo not given)	0.7%	·	·	10.5%	·	·	·	·	i	0.2	1.4%
CC(=O)NC(CC(=O)Nc1nccs1)c1ccccc1 (stereo not given)	-0.3%	·	·	-1.6%	·	·	·	·	i	0.0	-7.0%
Cc1ccc(N(C(=O)CNC(=O)c2ccco2)C(C(=O)NCC2CCCO2)c2ccccc2)cc1 (stereo not given)	1.6%	-4.3%	-5.6%	7.7%	1.1	-2.8%	-16.3	8.0	i	1.1	-5.7%
O=P(O)(O)c1ccccc1OCCOCCOCCOCCOc1ccccc1P(=O)(O)O	-0.4%	-4.4%	-23.7%	8.2%	0.8	-36.1%	-10.2	-1.1	i	0.5	-1.7%
O=C(/C=C/c1ccc2c(c1)OCO2)Nc1nc2ccc(F)cc2s1	?	·	·	-1.5%	·	·	·	·	i	0.3	-4.7%
Cc1ccc2cc(/C=N/NC(=O)CN3CCOCC3)c(Cl)nc2c1	1.3%	-2.2%	9.8%	1.9%	1.2	5.7%	10.6	8.6	·	·	9.5%
O=C1CCCC(=O)N1c1ccc(F)cc1	0.8%	·	·	2.1%	·	·	·	·	i	0.6	-1.1%
COc1ccccc1N1CCN(C(=O)/C=C/c2c(Cl)nc3ccccn23)CC1	1.5%	-5.6%	4.0%	-3.5%	1	2.3%	18.2	12.4	i	0.6	-4.7%
CC1CC(=O)Nc2ccccc2N1C(=O)Nc1ccc(F)cc1 (stereo not given)	2.8%	·	·	-6.8%	·	·	·	·	i	0.7	0.4%
COCCCNC(=O)c1ccc(CS(=O)(=O)c2ccc(Br)cc2)o1	-0.9%	-11.0%	6.2%	-3.1%	1.1	8.8%	-9.2	2.4	i	0.9	7.2%
COc1ccc(C(=O)/C=C2/c3ccccc3CC(C)(C)N2C)cc1OC	2.8%	-5.5%	-7.8%	-0.3%	0.9	-19.8%	-3.2	21.5	i	0.2	-9.3%
COc1ccccc1S(=O)(=O)CC(O)COc1ccc(C#N)cc1 (stereo not given)	0.9%	-6.2%	-5.3%	1.0%	1	-10.4%	12.3	12.1	i	0.9	2.1%
O=C(Nc1ccc2oc(-c3ccccc3F)nc2c1)c1ccc2c(c1)OCCO2	?	-2.9%	19.0%	-0.5%	1	17.3%	25.1	25.4	i	7.3	-1.2%
COCCNc1oc(-c2ccc(F)cc2)nc1C#N	1.1%	-3.8%	-2.0%	0.2%	1.1	-9.1%	51.7	-1.6	i	1.0	-12.1%
O=C(NN=C1CCCCCCC1)c1ccc(F)cc1	2.0%	-9.9%	-6.8%	5.3%	1.2	-6.9%	0.9	7.6	i	0.5	-4.2%
Cc1ccc(-c2nc(-c3ccccc3)no2)cc1	1.6%	-0.5%	0.5%	5.5%	1.1	0.7%	1.4	-1.5	i	1.2	7.8%
CCOC(=O)N1CCC(NC(=O)Cn2nc(-c3ccccc3)ccc2=O)CC1	4.9%	-6.7%	1.0%	-1.3%	1	-2.5%	11.5	20.5	i	8.5	-10.8%
O=C(C1=C[C@@H](c2ccc(Br)cc2)C[C@@H](OCc2ccc(CO)cc2)O1)N1CCN(Cc2ccc3c(c2)OCO3)CC1	3.1%	-0.5%	21.2%	0.9%	1.1	9.6%	25.0	7.3	i	2.7	2.1%
COc1ccc(CNC(=O)Nc2cccc(C)c2)cc1	0.7%	4.0%	-1.8%	1.4%	1.2	0.7%	8.6	3.2	i	0.2	1.8%
COc1cc(C(=O)NCc2nnc(SCC(=O)NCCc3ccccc3)o2)cc(OC)c1OC	2.6%	·	·	-6.9%	·	·	·	·	i	1.9	-4.1%
O=C(COc1ccccc1)N1N=C(c2cccnc2)CC1(O)C(F)(F)F (stereo not given)	1.5%	-4.5%	-9.9%	-4.7%	1	-12.9%	-3.8	-9.9	i	0.5	0.8%

Four of the compounds above, with two lines to a compound:
Results follow in this order: RSV antiviral HEp-2	XIAP antagonists	PMI inhibitors	SIAH1 antagonists	TNAP activators	PMI inhibition	WT yeast gro inh	WT yeast gro inh mutant strain	Myeloid diff 2	Myeloid diff 2 GFP+ MAC1+ %	Salmonella PhoP GFP
O=C(O)C(F)(F)C(NCc1ccccc1)c1ccccc1 (stereo not given)
 : 0.7%	·	·	10.5%	·	·	·	·	i	0.2	1.4%
O=C(CCNS(=O)(=O)c1cccs1)Nc1ccccc1F
 : -0.3%	-3.1%	1.2%	6.8%	1.1	3.6%	3.9	3.8	i	0.5	5.8%
CC(=O)Nc1ccc(S(=O)(=O)N2CCN=C2SCc2ccccc2C)cc1
 : 1.4%	·	·	-2.3%	·	·	·	·	i	1.7	-3.7%
COc1cccc(/C=C/C(=O)OCCN2C(=O)c3ccccc3C2=O)c1
 : 2.3%	·	·	1.6%	·	·	·	·	i	0.4	3.3%

High-throughput results as filed in PubChem.
